DAX1 inh-1 = blocks DAX1 repression of SF-1 activated StAR promoter. inhibition, % at 6.8 µM. actives 1.1% (n = 370,000). HEK293T StAR-luciferase reporter, SF-1/DAX-1 repression relief. AID 652010;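 active = inhibition above the mean over all tested compounds plus 3 SD, cut at about 3.6% in these data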;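 also: 0% = DAX-1 cells with DMSO and 100% = cells lacking DAX-1 with DMSO; higher inhibition means more luminescence from relief of DAX-1 repression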
FXN GAA850 act = activators of GAA850 frataxin (FXN) promoter; HEK293 lucGAA850 FXN promoter luciferase reporter, 24 h; percent of 10 µM SAHA response; activation, % at 6 µM; actives 0.56% (n = 360,000); AID 540364;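 active = activation above the average of all compounds screened plus 3 SD, cutoff fixed separately per campaign, cut at about 7.5% in these data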;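 also: 0% = DMSO wells and 100% = 10 µM SAHA wells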
hcDAF-12 act = H. contortus DAF-12 activation, primary screen. HEK293 hcDAF-12 lit1-tk-luc reporter, luminescence; 0% DMSO, 100% Δ7-dafachronic acid. activation, % at 6.8 µM. actives 1.4% (n = 370,000). AID 652067;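 active = activation above the mean of all tested compounds plus 3 SD, cut at about 5.5% in these data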;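 also: 100% = response to 3 µM Δ7-dafachronic acid high control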
NPR2 activator = GC-B (human) receptor activation. activation, % at 10 µM. P20594. HEK293-GC-B cells, CNP EC30, cGMP TR-FRET; 0% at EC30 CNP, 100% saturating CNP. actives 0.11% (n = 370,000). AID 1920062;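 active = activation at 10 µM reaching about 35% in either raw or pattern-adjusted values, limit read from the data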
SMARCA2 act = activators of SMARCA2 function. MG213 cells, MMTV-luciferase reporter, dexamethasone, overnight. activation, % at 9.1 µM. actives 1% (n = 370,000). AID 652017; in the data active = activation above about 7.8%;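 also: 0% = vehicle wells and 100% = reference activator wells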
DAX1 inh-2 = NR0B1 (DAX1) inhibition | P51843 | inhibition, % at 6.75 µM | AID 504766 | HEK293 Gal4-DAX1 luciferase reporter, luminescence | actives 0.99% (n = 340,000);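 active = inhibition above the mean over all tested compounds plus 3 SD, cut at about 4.2% in these data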;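 also: 0% = DAX1-transfected cells with DMSO and 100% = empty-vector control cells with DMSO; inhibition shows as a rise in luminescence from relieved DAX1 repression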
Target sequence (P51843 207-470 limits assumed): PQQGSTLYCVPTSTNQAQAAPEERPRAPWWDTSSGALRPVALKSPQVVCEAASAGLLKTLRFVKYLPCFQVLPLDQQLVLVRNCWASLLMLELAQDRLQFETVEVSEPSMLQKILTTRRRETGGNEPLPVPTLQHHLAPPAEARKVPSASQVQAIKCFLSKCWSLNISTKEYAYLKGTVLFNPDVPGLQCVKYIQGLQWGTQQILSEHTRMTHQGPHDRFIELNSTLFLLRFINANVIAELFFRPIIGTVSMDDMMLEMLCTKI
HGIII-sPLA2 inh = Blocks human group III sPLA2 activity; QFRET BODIPY PC-A2 liposome hydrolysis, fluorescence; inhibition, % at 12.2 µM; actives 0.56% (n = 370,000); Q9NZ20; AID 743126;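 active = inhibition above mean plus 3 SD of compounds lying within the high and low control bounds, cut at about 19% in these data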;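 also: 0% = median of test compound wells and 100% = no enzyme DMSO wells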
Target sequence (Q9NZ20 whole entry, looked up): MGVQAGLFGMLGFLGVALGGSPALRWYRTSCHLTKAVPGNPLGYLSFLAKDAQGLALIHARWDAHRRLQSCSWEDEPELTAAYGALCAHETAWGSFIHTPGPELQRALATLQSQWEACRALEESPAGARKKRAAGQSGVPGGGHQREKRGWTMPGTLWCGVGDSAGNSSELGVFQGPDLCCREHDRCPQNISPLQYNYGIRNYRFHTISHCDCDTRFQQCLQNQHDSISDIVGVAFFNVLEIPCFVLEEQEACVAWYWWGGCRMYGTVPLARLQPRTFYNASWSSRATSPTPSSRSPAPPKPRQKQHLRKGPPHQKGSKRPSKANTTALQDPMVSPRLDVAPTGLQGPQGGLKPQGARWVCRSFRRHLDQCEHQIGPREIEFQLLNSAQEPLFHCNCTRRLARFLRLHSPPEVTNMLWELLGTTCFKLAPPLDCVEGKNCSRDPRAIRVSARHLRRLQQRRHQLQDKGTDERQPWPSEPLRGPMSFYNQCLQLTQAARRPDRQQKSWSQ
proKLK7 act = activators of human kallikrein-7 zymogen. AID 652039. purified proKLK7, EDANS-DABCYL substrate fluorescence; 100% is mature enzyme control, 0% vehicle. P49862. activation, % at 7 µM. actives 0.9% (n = 370,000);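 active = activation above the mean of all tested compounds plus 3 SD, computed per campaign excluding outliers beyond control limits, cut at about 13% in these data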
Target sequence (P49862 whole entry, looked up): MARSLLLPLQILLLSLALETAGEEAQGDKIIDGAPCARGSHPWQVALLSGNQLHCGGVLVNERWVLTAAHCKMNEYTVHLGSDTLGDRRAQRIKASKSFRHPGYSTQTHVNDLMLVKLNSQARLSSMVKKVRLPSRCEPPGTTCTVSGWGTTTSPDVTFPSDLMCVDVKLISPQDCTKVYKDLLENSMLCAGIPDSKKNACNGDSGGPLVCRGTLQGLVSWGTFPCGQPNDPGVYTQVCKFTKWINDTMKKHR
hgDAF-12 ag = hgDAF-12 agonism, primary luciferase screen | HEK293 GAL4-hgDAF12 UAS-luciferase reporter, agonist luminescence; normalized to butyrate control | activation, % at 6.8 µM | actives 1.8% (n = 370,000) | AID 687014;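 active = activation above a cutoff set at the mean of all screened compounds plus 3 SD, cut at about 10% in these data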;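 also: 0% = DMSO wells and 100% = sodium butyrate wells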
ssDAF12 agonist = S. stercoralis DAF-12 activation, primary screen; actives 1% (n = 370,000); AID 652126; activation, % at 6.8 µM; HEK293 ssDAF-12/GRIP1 lit1-tk-luc reporter, luminescence; % of 3 µM dafachronic acid response;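 active = activation above the mean over all tested compounds plus 3 SD, cut at about 0.9% in these data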;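 also: 0% = DMSO-only wells and 100% = 3 µM delta7-dafachronic acid wells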
GC-A act = GC-A (human) enzyme activation | P16066 | HEK293 GC-A cells, cGMP TR-FRET, EC30 ANP; 0% at EC30 ANP, 100% saturating ANP | activation, % at 10 µM | actives 0.14% (n = 370,000) | AID 1671463; in the data active = activation above about 40%
* = called active by the depositor; x = not tested or not shown.

The opening 2 compounds, to show the layout:
mol,DAX1 inh-1,FXN GAA850 act,hcDAF-12 act,NPR2 activator,SMARCA2 act,DAX1 inh-2,HGIII-sPLA2 inh,proKLK7 act,hgDAF-12 ag,ssDAF12 agonist,GC-A act
COc1ccc(C2CC(c3ccccc3)=NN2C(=O)COC(=O)c2cc(S(=O)(=O)N3CCOCC3)ccc2Cl)cc1 (configuration not stated),-0.1,-1.1,-1.3,6,-2,-0.4,-18,-0.2,-0.6,-1.1,2
CC(=O)CCc1c(C)[nH]c2ccccc2c1=O,0.3,-1.1,0.6,8,-1,0.6,-7,-0.4,-1.5,-1.2,1

Results, previewed entries included:
mol,DAX1 inh-1,FXN GAA850 act,hcDAF-12 act,NPR2 activator,SMARCA2 act,DAX1 inh-2,HGIII-sPLA2 inh,proKLK7 act,hgDAF-12 ag,ssDAF12 agonist,GC-A act
COc1ccc(C2CC(c3ccccc3)=NN2C(=O)COC(=O)c2cc(S(=O)(=O)N3CCOCC3)ccc2Cl)cc1 (configuration not stated),-0.1,-1.1,-1.3,6,-2,-0.4,-18,-0.2,-0.6,-1.1,2
CC(=O)CCc1c(C)[nH]c2ccccc2c1=O,0.3,-1.1,0.6,8,-1,0.6,-7,-0.4,-1.5,-1.2,1
COCCn1c(=NC(=O)/C=C/c2cccs2)sc2cc(NC(C)=O)ccc21,-0.6,3.4,-4.0,1,-2,-1.8,-21,-21,-1.4,-1.4,5
CC(C)(C)C1CCN2CCC[C@](c3ccccc3)(C1)[C@@]21CO1 (some centres not stated),-0.1,x,-0.1,-5,-6,x,9,-0.1,2.8,-0.7,-9
CC(=O)Nc1ccc(NC(=O)c2ccc(N(C)S(=O)(=O)c3ccc(C)cc3)cc2)cc1,-0.5,2.0,-0.4,0,0,-1.0,2,-0.1,1.4,-1.5,-2
CCCNC(=O)c1cc(C2CCCCN2C(=O)CCCc2ccccc2)on1 (configuration not stated),-0.6,-1.5,-0.9,0,-4,x,4,1.1,0.1,-1.0,-1
COC(=O)c1cccc2c1C(=O)c1cc([N+](=O)[O-])ccc1-2,-0.4,2.3,0.5,-2,-3,0.1,-1,-0.8,1.2,-0.8,-6
C=CCn1c(SCn2nnc3ccccc3c2=O)nc2scc(-c3cccs3)c2c1=O,-0.1,-0.1,-1.3,5,-1,-1.4,-2,0.2,7.6,-1.2,0
CN1CCN(CCOc2cccc(Cl)c2)CC1,-0.6,-0.1,-0.9,-1,-1,2.2,-2,-0.4,1.9,-0.3,6
Cn1ncc(Cl)c1C(=O)Nc1ccncc1,-0.2,1.0,-1.3,3,7,-0.5,6,-0.2,2.2,-0.5,-5
CCCCC1S/C(=N/N=C/c2ccc(OC)cc2)N(Cc2ccc(OC)cc2)C1=O (configuration not stated),-0.1,0.1,-1.2,4,-2,1.1,-5,0.1,-2.3,-1.1,3
CCN(CC)c1cccc(OC(=O)c2cccnc2Cl)c1,0.1,-1.1,-1.9,5,1,1.0,-4,0.3,1.4,-1.4,3
COC(=O)COc1ccc2cc(-c3ccccc3)c(=O)oc2c1,1.1,1.3,-0.1,11,-1,-0.2,1,102*,0.9,-1.3,43*
CCN(c1ccccc1)S(=O)(=O)c1cc(NC(=O)COC(=O)C2CC2)ccc1Cl,-0.4,2.0,-0.8,5,-5,1.6,-20,-0.2,0.3,-1.7,3
Cc1ccnc(NC(=O)C2CCN(S(=O)(=O)c3ccc4c(c3)CC(C)N4C(=O)C3CCC3)CC2)c1 (configuration not stated),-4.3,1.0,-5.1,-2,-3,-0.7,-11,0.1,-2.1,-1.9,2
CCN1C(=O)[C@H]2[C@@H](c3ccc(C)cc3)N3C(=O)N(c4cccc(Cl)c4)C(=O)[C@@]3(CC(C)C)[C@H]2C1=O,-0.8,17*,-2.7,-10,0,0.2,-19,0.2,-1.0,-1.2,-10
Cn1c(SCC(=O)Nc2ccc(NC(=O)c3cccc(F)c3)cc2)nnc1-c1ccncc1,-0.2,2.4,0.6,0,-1,0.8,0,0.3,0.8,-0.6,4
O=C(NCc1ccccc1)C(c1ccc(C(F)(F)F)cc1)n1c(=O)c(-c2cc3ccccc3[nH]2)nc2ccccc21 (configuration not stated),-0.7,x,2.4,-1,4,x,-93,-65,4.2,0.2,2
CC(Oc1ccc(-c2ccccc2)c(F)c1)c1ccn(S(=O)(=O)c2ccc(Br)cc2)n1 (configuration not stated),-0.6,3.5,0.4,2,0,0.5,9,0.2,-1.2,-1.1,7
CCOCCCNC(=O)c1ccc(OC2CCN(C(C)=O)CC2)c(OC)c1,-0.4,0.7,-1.3,-5,-1,0.2,-2,0.2,-1.0,-1.1,1
CC(C)(C)OC(=O)N1CCC[C@H]1c1nnc(SCc2ccccc2F)o1,-0.3,0.6,-0.8,8,1,0.3,5,-0.1,0.5,-1.6,2
COc1ccc(OCCSc2nnc(-c3ccc(OC)cc3)n2N)cc1,-1.0,-2.0,-0.8,-3,1,-1.1,-5,-0.3,-0.2,-1.4,0
CCCC(=O)Nc1cc(C(=O)O)ccc1Sc1ccc(C)cc1,-0.4,-0.5,-0.2,-5,-1,-0.2,-4,0.0,-1.9,-2.4,5
CCOC(=O)[C@]12CCC=C1N(Cc1ccco1)C(=O)[C@H](CC(=O)NCc1ccc(OC)c(OC)c1)C2,1.6,x,-2.6,1,-4,x,-8,0.6,-3.6,-0.8,5
CCc1ccc(S(=O)(=O)NC(=S)NC2CCCCC2)cc1,0.1,4.3,-0.4,-3,-3,1.8,19,-0.9,-1.6,-1.0,2
COc1cccc(Nc2nc(C(N)c3ccccc3)cs2)n1 (configuration not stated),-1.3,-3.1,0.1,-2,-4,x,24*,0.4,-1.8,-1.2,-2
CCOc1ccc(/C=N/NC(=O)CSc2n[nH]c(=O)[nH]c2=O)cc1OC,-0.1,-0.9,1.1,-13,1,0.6,6,-0.2,2.9,-0.9,0
Cc1cccc(C)c1OCC(=O)OC/C(O)=C(\C#N)c1nc2ccccc2[nH]1,0.1,3.7,1.6,0,2,-1.8,-19,-0.4,-3.6,-0.3,2
CN(C)/C=C(/C(=O)c1ccccc1)S(=O)(=O)c1ccc(Cl)cc1,-0.1,2.7,-0.6,2,-3,-0.1,5,0.2,1.6,-1.6,-3
CCN(CC(=O)NCc1cccs1)C(=O)COc1ccc(C(N)=O)cc1,-0.3,1.1,0.4,2,-4,0.1,14,0.1,-0.9,-1.2,-1

The list continues:
mol,DAX1 inh-1,FXN GAA850 act,hcDAF-12 act,NPR2 activator,SMARCA2 act,DAX1 inh-2,HGIII-sPLA2 inh,proKLK7 act,hgDAF-12 ag,ssDAF12 agonist,GC-A act
CC1=CC(C)(C)N2C(=O)C3(C(C#N)=C(N)Oc4cc(C)oc(=O)c43)c3cccc1c32 (configuration not stated),-0.5,0.7,-1.6,2,0,0.0,-2,0.3,-2.1,-1.5,1
Cc1ccc(-c2csc(N3CCC[C@@H]3C(=O)NCCn3c(C(F)(F)F)nc4ccccc43)n2)cc1,-0.8,-1.6,-2.3,-3,-4,-0.4,9,1.1,-5.6,-2.3,-3
C=CCn1c(=O)c2c3c(sc2n2c(Nc4ccccc4)nnc12)CCCC3,-1.1,2.8,-3.0,26,0,-1.1,-3,-0.1,0.3,-1.6,26
O=C(NNC(=O)C1CCN(S(=O)(=O)c2ccc(Cl)cc2)CC1)c1ccccc1O,3.6,-0.3,1.3,-5,-1,-0.2,21*,-7.2,1.2,0.0,2
O=C(NCc1cccs1)C1CCN(S(=O)(=O)c2cccc3ccccc23)CC1,0.4,x,-0.5,-1,-2,x,-4,-0.1,-2.0,-1.2,-20
S=C1N(c2ccccc2)C(c2ccc(Br)cc2)N2CCCN12 (configuration not stated),-0.4,-1.4,-2.0,-16,-1,-0.1,-6,0.1,1.2,-1.0,-23
CCS(=O)(=O)N1CCC(C(=O)NCCCN2CCCC2)CC1,1.3,-2.5,-0.9,4,-3,-0.9,12,0.0,0.2,-1.7,0
COC(=O)[C@]12C[C@H](CC(=O)N3CCN(C(=O)c4ccco4)CC3)C(=O)N(CCc3ccc(OC)c(OC)c3)C1=C[C@H](C1CCCC1)O[C@@H]2C,-0.9,x,-1.3,1,-5,x,4,0.3,-0.6,-1.5,1
COc1ccccc1NC(=O)CCc1nnc2ccc(N3CCC4(CC3)OCCO4)nn12,-1.0,-0.3,-0.5,-5,-1,1.1,-2,0.1,1.1,-1.5,4
COc1ccc(N2CCN(Cc3nc4c(c(=O)[nH]c(=O)n4C)n3CCCc3ccccc3)CC2)cc1,-1.5,-3.0,-0.1,-1,-2,0.3,1,0.6,0.4,-1.6,-1
COC(=O)[C@]12C[C@H](CC(=O)NCc3ccccc3)C(=O)N(Cc3ccccc3)C1=C[C@H](C(C)(C)C)O[C@@H]2C,-0.6,x,-0.1,-9,-2,x,-11,0.4,0.3,-1.1,-12
CCCOc1c(Cl)cc(/C=N/O)cc1OCC,-0.1,4.8,-2.2,1,0,2.5,-8,0.0,0.2,-0.7,-1
Cc1ccc(/C=C2/SC(=S)N(C3CCCCC3)C2=O)o1,0.6,2.5,-0.1,2,-3,0.8,-2,-0.8,-0.4,-1.4,2
O=C(N=C1SC2CS(=O)(=O)CC2N1c1ccc(Br)cc1Cl)C1CC1 (configuration not stated),-2.1,-1.1,-1.2,-15,2,0.3,-12,0.1,0.6,-1.6,-20
O=C(NC1CC1)C1CCN(C(=O)c2ccc(Cl)cc2)CC1,-0.1,1.3,-1.0,0,2,0.1,2,0.4,0.1,-1.1,1
CC1CCCCC1NC(=O)CCNS(=O)(=O)c1cc(Br)cnc1N (configuration not stated),-0.2,0.5,-1.4,-3,-2,0.4,0,0.0,-2.0,-1.1,0
Cc1nc2ccc(F)cc2cc1C(=O)Nc1cccc(Cl)c1C,-0.3,2.2,0.0,2,3,1.3,2,0.4,1.3,-0.6,-1
CSCCCNC(=O)Cn1nc(Cc2ccncc2)c2ccccc2c1=O,0.1,x,0.1,0,-1,x,1,0.3,-0.5,-0.7,5
Cc1ccc2c(c1)N(S(=O)(=O)c1ccc(CN3C(=O)c4cccnc4C3=O)cc1)CCO2,-0.6,1.1,-1.2,-1,-3,0.6,1,0.1,0.1,-1.2,1
Cc1[nH]nc2c1C(c1ccsc1C)C(C#N)=C(N)O2 (configuration not stated),1.0,-1.8,1.6,8,-3,-0.7,9,-0.9,-4.0,-0.6,-2
Cn1cccc1C(=O)C(=O)Nc1ccc(Cl)cc1,5.1*,1.8,11*,-8,7,0.1,-6,0.3,14*,1.4*,7

Individual results from the results shown:
In proKLK7 act, CCS(=O)(=O)N1CCC(C(=O)NCCCN2CCCC2)CC1 is entered as 0.0
In DAX1 inh-2, COc1ccc(N2CCN(Cc3nc4c(c(=O)[nH]c(=O)n4C)n3CCCc3ccccc3)CC2)cc1 is entered as 0.3
In proKLK7 act, CSCCCNC(=O)Cn1nc(Cc2ccncc2)c2ccccc2c1=O is entered as 0.3
In hcDAF-12 act, CCCOc1c(Cl)cc(/C=N/O)cc1OCC is entered as -2.2
In HGIII-sPLA2 inh, Cc1[nH]nc2c1C(c1ccsc1C)C(C#N)=C(N)O2 (configuration not stated) is entered as 9

Assay outcomes: PubChem, several laboratories
